# D1 antagonist: human D1 dopamine receptor antagonism. P21728. HEK293 TREx D1 cells, calcium flux, dopamine EC80; active compounds read low. activity change, negative = inhibition, % at 10 µM. 360,000 tested, 3.2% active. AID 504652; in the data active = activity change below about -30%; note: % is set by controls: 0 for no effect and ±100 for the full control effect
# Target sequence (P21728 whole entry, looked up): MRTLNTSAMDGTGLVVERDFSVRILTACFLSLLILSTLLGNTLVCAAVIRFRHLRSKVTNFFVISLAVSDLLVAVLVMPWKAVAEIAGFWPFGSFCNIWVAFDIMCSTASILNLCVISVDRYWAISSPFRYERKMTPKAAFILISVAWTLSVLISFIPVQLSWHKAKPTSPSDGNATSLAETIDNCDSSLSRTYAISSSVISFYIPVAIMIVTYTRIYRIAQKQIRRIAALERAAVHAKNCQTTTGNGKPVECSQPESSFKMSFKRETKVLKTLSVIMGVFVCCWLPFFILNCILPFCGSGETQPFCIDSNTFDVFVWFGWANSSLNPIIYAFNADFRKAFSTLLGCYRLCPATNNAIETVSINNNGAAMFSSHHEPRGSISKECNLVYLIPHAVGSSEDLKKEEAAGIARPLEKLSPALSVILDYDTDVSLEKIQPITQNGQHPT
#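 Antagonism measured as reduced calcium response to an EC80 dopamine addition following 180 s compound pre-read; cells were inducible HEK293 Trex D1 plated overnight at 30 C, read kinetically at 1 cycle/sec.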
# D2 antagonist: D2 dopamine receptor (human) antagonism; HEK293 TREx D2 cells, calcium flux, dopamine EC80; inhibition, % at 10 µM; 340,000 tested, 2% active; in the data active = inhibition above about 30%; note: 0% is about no effect
# Target sequence (P14416 whole entry, looked up): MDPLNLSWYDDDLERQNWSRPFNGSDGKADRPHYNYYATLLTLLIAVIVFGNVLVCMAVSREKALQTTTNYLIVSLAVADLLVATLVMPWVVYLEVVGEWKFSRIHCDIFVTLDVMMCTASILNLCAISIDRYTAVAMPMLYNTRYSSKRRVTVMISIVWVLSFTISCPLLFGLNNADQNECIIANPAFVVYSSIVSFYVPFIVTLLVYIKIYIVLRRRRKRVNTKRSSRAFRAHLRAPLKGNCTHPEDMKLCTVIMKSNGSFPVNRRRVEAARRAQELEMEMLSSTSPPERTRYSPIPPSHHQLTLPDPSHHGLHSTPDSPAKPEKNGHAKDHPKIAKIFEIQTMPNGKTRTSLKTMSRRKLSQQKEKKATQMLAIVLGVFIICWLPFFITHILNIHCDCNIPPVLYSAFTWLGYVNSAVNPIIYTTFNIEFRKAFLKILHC
#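 Measurement of antagonist activity uses fluorescent calcium dye in inducible HEK293 T-REx D2 cells: 10 s baseline, compound addition with 180 s read, EC80 dopamine addition with a further 180 s read.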
# D1 potentiator: human D1 dopamine receptor positive modulation; P21728; HEK293 TREx D1 cells, calcium flux, dopamine EC20 potentiation; potentiation, % at 10 µM; 360,000 tested, 0.036% active; AID 504651; in the data active = potentiation above about 30%; note: 0% is about no effect
# TRHR agonist: agonists of human TRH receptor | P34981 | TRHR cells, calcium flux fluo-8, FDSS agonist mode | activation, % at 2 µM | 360,000 tested, 0.18% active | AID 493084; note: 0% is about no effect
#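 TRHR-expressing cells, plated overnight in medium with 10% serum, were loaded with fluo-8 calcium dye at room temperature. After a 10 s baseline, library compound was pin-added and calcium release was recorded kinetically (ex 480/em 530) as agonist response.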
# D2 potentiator: positively modulates the human D2 dopamine receptor allosterically; HEK293 T-REx D2, calcium flux, EC20 dopamine potentiation; potentiation, % at 10 µM; 340,000 tested, 0.34% active; AID 485347;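 active = potentiation over 3 SD above the plate norm, cut at about 30% in these data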; note: 0% is about no effect
#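 Tetracycline-induced Hek293 Trex D2 cells, force-coupled to calcium, loaded with no-wash calcium dye. Compound added with 180 s kinetic read for agonism, then EC20 dopamine and a further 180 s read for potentiation.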
# D1 agonist: activates the human D1 dopamine receptor; 360,000 tested, 1% active; activation, % at 2 µM; P21728; HEK293 T-REx D1 cells, calcium flux, agonist mode; note: 0% is about no effect
#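 Inducible HEK293 T-REx D1 cells, force-coupled to calcium signalling, were plated at 4000 cells/well with tetracycline and held overnight at 30 C. After no-wash calcium dye loading, compound-evoked calcium rise over 180 s flagged agonists.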
# TRHR PAM: allosterically enhances the human TRH receptor; TRHR cells, fluo-8 calcium fluorescence, EC20 TRH enhancement; enhancement, % at 2 µM; 360,000 tested, 0.66% active; AID 493056; in the data active = enhancement above about 30%; note: 0% is about no effect
#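 Enhancer read-out: after compound pinning and an initial kinetic agonist-mode read, an EC20 of TRH (10 nM final) was injected and fluo-8 calcium signal (Ex 480/Em 530) followed at 1 s/cycle for 100 cycles in TRHR-expressing cells.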
# D2 ag: agonists of human D2 dopamine receptor. P14416. HEK293 T-REx D2 cells, calcium flux agonist mode. activation, % at 2 µM. 340,000 tested, 0.53% active;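 active = activation over 3 SD above normal in the single-dose calcium agonist read, cut at about 30% in these data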; note: 0% is about no effect
#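 Agonism scored from kinetic calcium signal (1 read/sec, 180 s) following compound pin transfer, after a 10 s baseline. Cells: HEK293 Trex line expressing inducible D2 receptor coupled to calcium, dye-loaded after overnight culture at 30 C.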
# RXFP1 antag: antagonists of human relaxin receptor RXFP1; Q9HBX9; HEK293-RXFP1, relaxin-stimulated cAMP HTRF, 30 min; active compounds read low; activity change, negative = inhibition, % at 57.5 µM; 350,000 tested, 0.59% active;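 active = activity change of -60% or lower, but not beyond a set lower limit; inconclusive = change between -60% and -40%, or beyond the set limit; inactive = change above -40%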; note: % is set by controls: 0 for no effect and ±100 for the full control effect
# Active calls of the source: *; ? = inconclusive; / = not tested or not shown. Cut-off read from the data, not from the text of the source, unless noted: active = activation above about 30%; inactive = the rest.
SMILES	TRHR PAM	D1 agonist	TRHR agonist	RXFP1 antag	D2 antagonist	D2 ag	D1 antagonist	D1 potentiator	D2 potentiator
NS(=O)(=O)Nc1c(Br)cc(Br)c2cccnc12	-6	7	-0.6	/	/	/	3	2	/
CCOc1ccc(N2C(=O)CSC2=NC#N)cc1	-3	2	0.3	0	-33	0.0	-5	-6	-7
Nc1nc(CCl)nc(Nc2ccc3ccccc3c2)n1	-5	1	1.0	6	-2	-1.0	-2	-5	7
CC(=O)c1ccc(NC(=O)CCc2c(C)nc3c(c2C)c(=O)n(C)c(=O)n3C)cc1	1	1	0.0	/	/	0.8	1	-1	0
Cc1cc(F)ccc1S(=O)(=O)NCC(c1cccnc1)N1CCc2ccccc21 (configuration not stated)	-5	0	-0.1	-9	-10	-0.2	14	3	15
O=c1nc(SCc2ccc(Cl)cc2)nc(-c2ccccc2)[nH]1	-10	0	-1.5	-12	-4	-1.6	-10	-2	-7
O=C(C/C=N\OCc1ccc([N+](=O)[O-])cc1)Nc1ccc(Cl)cc1	-5	19	0.3	-10	-6	-0.1	-30*	-7	-6
O=C1CN(c2ccccc2)C(=O)N1	-2	1	-0.8	-11	5	-0.9	5	4	-3
O=C(COC(=O)c1cccc(S(=O)(=O)N2CCc3ccccc32)c1)NC1CCS(=O)(=O)C1 (configuration not stated)	-3	3	0.0	-13	13	-0.3	-1	0	-4
CCOC(=O)C1CCCN(C(=O)C2CCN(S(=O)(=O)c3cnc[nH]3)CC2)C1 (configuration not stated)	13	3	0.4	1	-3	0.6	-41*	-1	8
O=C(NCc1ccc2c(c1)OCO2)c1c(O)c2cccc3c2n(c1=O)CCC3	7	3	0.7	-3	-7	0.5	16	-10	-3
N#C/C(=C\c1ccc(-c2cccc(C(F)(F)F)c2)o1)C(=O)Nn1cnnc1	0	1	-0.4	-13	12	-1.0	-8	-1	-11
COc1ccc(NC(=O)CSc2nnc3ccc(-c4cccnc4)nn23)c(OC)c1	-4	-1	0.2	-5	-1	0.0	-12	4	-9
COc1cc(C2/C(=C(\O)c3ccc4c(c3)CC(C)O4)C(=O)C(=O)N2Cc2ccco2)ccc1O (configuration not stated)	-3	3	0.1	/	-1	-5.3	16	-1	-1
COc1cccc(C(=O)CC(=O)C(=O)Nc2cc(OC)ccc2OC)c1	-7	6	0.3	2	-24	0.1	3	4	5
CCOC(=O)Cn1cc2c(c1-c1ccc(Cl)cc1)c(=O)n(C)c(=O)n2C	1	0	-0.9	/	/	/	8	-3	6
COc1ccc(NC(=O)Nn2cnnc2)cc1OC	1	0	-0.1	-8	-10	0.9	-1	-2	10
Cc1cccc(NC(=O)C(=O)NCC(c2ccc3c(c2)OCO3)N2CCOCC2)c1C (configuration not stated)	2	-1	-0.1	-4	/	0.7	-5	-1	3
O=C(NC1CCN(S(=O)(=O)c2cccc(Cl)c2)CC1)C1CCCCC1	-1	0	0.1	-27	3	-0.8	3	-4	5
Cc1cc2cc(CNC(=O)Cc3cccs3)ccc2n1C	-3	0	-0.2	10	2	-2.1	2	-10	1
COc1cccc(Nc2nc3cc(OC)ccc3cc2C#N)c1	0	0	-0.5	-13	-4	2.6	-13	7	16
CC1Oc2ccccc2N(CC(=O)N2CCCC2)C1=O (configuration not stated)	6	2	0.1	-10	1	-0.1	4	-1	-4
CCOCCCNC(=O)c1ccc2c(=O)n(CCc3ccccc3)c(=O)[nH]c2c1	-1	0	0.4	/	/	0.4	-39*	-1	12
CC(=O)N(c1ccc2oc(=O)sc2c1)S(=O)(=O)c1ccc(C(=O)O)cc1	10	0	0.3	-28	-23	0.4	-7	-4	0
CC(=O)Nc1c(C)nn(-c2ccccc2)c1N1CCC(C(=O)NCc2ccccc2Cl)CC1	-3	1	-0.2	-2	/	/	0	7	-8
COc1cccc(N(CC(=O)Nc2ccc3c(c2)OCO3)S(=O)(=O)c2ccccc2)c1	-12	0	-0.5	5	12	0.3	7	-1	-7
O=C(O)CN=C1NC2(CCCC2)Cc2ccccc21	3	3	0.0	-10	16	-0.5	0	-2	6
O=C(CSc1nnc(-c2ccncc2)n1-c1ccccc1)Nc1ccc(Cl)c(Cl)c1	1	2	0.7	/	/	0.6	7	-3	4
CCOc1cc(S(=O)(=O)N(CC)CC)ccc1Cl	-1	5	0.3	3	10	-0.2	-19	-2	-6
Cc1cc(C)c(C2=NOC3C4CCC(C4)C23)c(C)c1 (configuration not stated)	0	4	1.5	-16	2	-0.4	-5	7	-7
COc1ccc(-c2nc(N3CCN(S(=O)(=O)c4ccccc4)CC3)c3ccccc3n2)cc1	-4	4	-0.4	/	/	/	25	3	/
O=C(NCCS(=O)(=O)N1CCN(c2cccc(Cl)c2)CC1)C1CCCC1	-2	6	0.0	-10	-3	0.4	-17	-6	-2

# At a glance, some entries already given.
SMILES	TRHR PAM	D1 agonist	TRHR agonist	RXFP1 antag	D2 antagonist	D2 ag	D1 antagonist	D1 potentiator	D2 potentiator
O=C(CSc1nnc(-c2ccncc2)n1-c1ccccc1)Nc1ccc(Cl)c(Cl)c1	1	2	0.7	/	/	0.6	7	-3	4
CCOc1cc(S(=O)(=O)N(CC)CC)ccc1Cl	-1	5	0.3	3	10	-0.2	-19	-2	-6
Cc1cc(C)c(C2=NOC3C4CCC(C4)C23)c(C)c1 (configuration not stated)	0	4	1.5	-16	2	-0.4	-5	7	-7
COc1ccc(-c2nc(N3CCN(S(=O)(=O)c4ccccc4)CC3)c3ccccc3n2)cc1	-4	4	-0.4	/	/	/	25	3	/
O=C(NCCS(=O)(=O)N1CCN(c2cccc(Cl)c2)CC1)C1CCCC1	-2	6	0.0	-10	-3	0.4	-17	-6	-2

# (listing goes on)
SMILES	TRHR PAM	D1 agonist	TRHR agonist	RXFP1 antag	D2 antagonist	D2 ag	D1 antagonist	D1 potentiator	D2 potentiator
CCOC(=O)c1cc(-c2ccc(Cl)cc2)nc2onc(C)c12	-1	4	0.2	/	-4	-0.3	/	-2	-6
Cc1ccc(-n2c(SCC(=O)NCc3cccs3)nnc2-c2ccoc2C)cc1	7	1	-1.7	-1	-8	-1.1	-2	-4	2
COc1cc(NC(=O)Cn2c(=O)n(CC3CCC(C(=O)NCCc4ccccc4)CC3)c(=O)c3ccccc32)cc(OC)c1 (configuration not stated)	15	9	-0.8	/	/	-1.1	-9	-4	6
Cc1oc(-c2ccccc2Cl)nc1Cn1cccc1C1=NC(c2ccccc2)CO1 (configuration not stated)	-6	8	0.9	-11	-3	0.8	-16	-2	8
O=[N+]([O-])c1ccc(S(=O)(=O)CC2CSc3nc4ccccc4n32)cc1 (configuration not stated)	4	4	1.5	/	25	1.1	-3	2	17
O=C(COc1cc2oc(=O)cc(-c3ccccc3)c2cc1Cl)NCc1ccccn1	8	7	0.1	23	2	0.6	-8	-1	-6
COc1nc(Nc2ccc(O)cc2)nc(OC(C(F)(F)F)C(F)(F)F)n1	1	0	2.8	-12	/	/	-13	-6	/
CCOc1ccccc1NC(=O)C(=O)CC(=O)c1ccc(OC)cc1	0	0	0.3	9	0	-1.8	2	4	1
CC(=O)c1ccc(N2CCN(C(=O)c3ccc(Cn4c(=S)[nH]c5ccc(N6CCOCC6)cc5c4=O)cc3)CC2)cc1	2	2	0.3	?	-5	1.2	7	2	6
COc1ccc(CCNC(=O)c2ccc(Br)cc2)cc1	1	1	-1.8	3	-23	-0.8	-27	-8	-8
COc1ccccc1NS(=O)(=O)CC12CCC(CC1=O)C2(C)C (configuration not stated)	-12	1	0.8	1	15	1.0	-1	-2	-12
CCCc1ccccc1OCCNC(=O)c1cc(=O)n(C)c(=O)n1C	5	8	-0.3	-9	5	7.9	3	-5	-13
COc1ccc(-n2c(C)nnc2SCC(=O)N2CCOCC2)cc1	3	1	0.6	12	0	0.3	0	-3	5
CO[C@H]1C[C@@H]2CC[C@@H](C)[C@@](O)(O2)C(=O)C(=O)N2CCCC[C@H]2C(=O)O[C@H]([C@H](C)C[C@@H]2CC[C@@H](O)[C@H](OC)C2)CC(=O)[C@H](C)C=C(C)[C@@H](O)[C@@H](OC)C(=O)[C@H](C)C[C@H](C)C=CC=CC=C1C	16	1	0.6	/	-20	-1.3	-10	4	8
CCCOc1ccc(N2C(=O)CC(N3CCN(S(=O)(=O)c4ccccc4)CC3)C2=O)cc1 (configuration not stated)	5	0	0.8	-10	-2	-1.0	-1	-8	4
COc1ccc(OC)c2nc3c(cc12)CCC3	3	0	-1.7	2	22	-0.4	8	12	-5
CCC(C)NCCCOc1ccc(C)cc1OC (configuration not stated)	9	0	-0.3	?	13	1.9	0	-10	-5
Cc1noc(C)c1S(=O)(=O)N(CC(=O)N1CCCC1)c1ccc(C(C)C)cc1	0	1	-0.3	/	-27	-0.4	1	/	1
CCCCNC(=O)C1CC(c2ccc(C(F)(F)F)cc2)=NO1 (configuration not stated)	1	17	-0.4	/	-4	0.8	-26	3	9
Cc1ccc(C(=O)NCC(=O)OCCOc2ccccc2Cl)cc1	7	1	0.1	-84*	/	/	10	2	-16
CCc1ccccc1NC1=NCC(=O)N1C1CCCCC1	0	1	-0.2	-8	10	0.4	-2	-6	5
NC(=O)c1ccc(NC(=O)C2CC(=O)N(c3ccc4c(c3)OCCO4)C2)cc1 (configuration not stated)	0	0	-0.1	11	11	0.1	-12	-1	5
O=C(NCCCN1CCCC1)c1ccc(CS(=O)(=O)c2ccc(Cl)cc2)o1	-2	0	0.3	-2	8	0.1	-9	0	-3
CCNc1nnc(-c2ccccc2OC)s1	2	2	-0.3	-10	4	-0.7	5	-9	-3
O=C(NC(=S)Nc1cccc2cc(O)ccc12)c1ccccc1Br	6	5	-0.3	-9	-11	-0.7	-7	1	0
CC1(C)NC(=O)N(CC(=O)OCC(=O)Nc2cccc(F)c2)C1=O	4	1	-0.1	-1	28	0.3	2	-3	2
CCOC(=O)C(C)Oc1ccc(C2NC(=O)NC(C)=C2C(=O)Nc2ccccc2C)cc1 (configuration not stated)	6	6	0.4	7	-16	0.2	-20	-2	2
Cc1ccc(C(C)C)c(OC(C)C(=O)NCC2(N(C)C)CCCCC2)c1 (configuration not stated)	-1	16	-0.7	/	/	-1.8	14	2	13
Cc1ccc(-c2nnc3ccccc3c2C(=O)Nc2cccc(Cl)c2)cc1	-3	5	0.3	-6	/	0.2	7	5	1
CN1CCN(Cc2cccc(Oc3ccccc3)c2)CC1	8	15	-0.1	-5	-1	-0.3	6	-4	6

# Records listed above marked active in RXFP1 antag:
canonical_smiles | TRHR PAM | D1 agonist | TRHR agonist | RXFP1 antag | D2 antagonist | D1 antagonist | D1 potentiator | D2 potentiator
Cc1ccc(C(=O)NCC(=O)OCCOc2ccccc2Cl)cc1 | 7 | 1 | 0.1 | -84* | / | 10 | 2 | -16

# Source: PubChem BioAssay
